Bioassay records: PubChem, National Center for Advancing Translational Sciences (NCATS)
ELG1 genotoxic = genotoxicity induction in ELG1-luciferase HEK293T cells. hit rate 1.3% among 330,000. HEK293T ELG1-luciferase reporter, luminescence, 16 h. AID 504466. Potency, µM (series often up to 46 µM), inactives show top-dose activity change, positive = activation, most hits filed as activators; further: potency means the concentration at half of the fitted maximal effect; % of control where 0% means no effect; nearly all actives have a fitted effect of over 60% in size
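Cells (2,000/well) expressing the ELG1-luciferase fusion are dosed by pin tool and kept 16 hr at 37 °C, 5% CO2. Signal comes from ONE-Glo luciferase reagent after 30 min at room temperature.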
FLuc counter = counter-screen for miR-21 project: firefly luciferase inhibitors or activators; Potency, µM (titrated, usually from 57.5 µM), inactives show at the highest dose activity change, negative = inhibition, hits mostly inhibitors; AID 588342; hit rate 6.9% among 360,000; purified FLuc, Km substrates, luminescence inhibition; P08659;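 further: potency means the concentration at half of the fitted maximal effect; plate controls were vehicle for no effect and reference inhibitor for full effect; nearly all actives have a fitted effect of over 55% in size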
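Purified P. pyralis luciferase, 10 nM final, with Km-level 10 uM D-luciferin and 10 uM ATP in 50 mM Tris acetate pH 7.5, 10 mM Mg acetate, 0.01% Tween-20, 0.05% BSA; 6-point qHTS titration about 60 µM downward; luminescence read.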
RORg inh = inhibitors of mouse ROR gamma transcriptional activity; Drosophila S2 Gal4-RORgamma UAS-luciferase reporter, 20 h; Potency, µM (top dose mostly 53.6 µM), for the others: at the highest dose activity change, negative = inhibition, hits mostly inhibitors; hit rate 5.4% among 310,000; AID 2551; further: potency means the concentration at half of the fitted maximal effect; on the % scale 0 is the no-effect control and ±100 the full control effect; nearly all actives have a fitted effect of over 60% in size
Target sequence (P51450 whole entry, looked up, the tested form may be a part): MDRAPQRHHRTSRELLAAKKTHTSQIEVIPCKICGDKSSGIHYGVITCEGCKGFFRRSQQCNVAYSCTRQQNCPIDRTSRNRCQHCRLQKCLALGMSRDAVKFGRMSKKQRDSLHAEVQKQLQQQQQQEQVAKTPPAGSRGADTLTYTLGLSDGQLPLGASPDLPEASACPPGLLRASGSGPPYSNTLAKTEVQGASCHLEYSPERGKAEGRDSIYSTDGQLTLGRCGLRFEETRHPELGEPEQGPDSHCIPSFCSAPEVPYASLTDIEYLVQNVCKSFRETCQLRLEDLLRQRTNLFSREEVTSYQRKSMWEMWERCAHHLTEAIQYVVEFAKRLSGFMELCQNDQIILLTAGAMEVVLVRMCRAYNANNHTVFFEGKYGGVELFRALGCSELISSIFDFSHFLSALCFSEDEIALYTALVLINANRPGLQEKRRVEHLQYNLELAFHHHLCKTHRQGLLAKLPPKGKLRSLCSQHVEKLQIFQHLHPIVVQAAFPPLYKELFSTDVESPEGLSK
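Compounds are pin-transferred onto Drosophila Schneider cells expressing a copper-inducible Gal4–ROR gamma transactivation domain fusion. After 1 hr, copper sulfate is added to 700 uM final; luciferase is read 20 hr later.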
p53 reactivation = re-activators of mutant p53. H1299 p53-A138V BP100-luciferase reporter, luminescence, 24 h. Potency, µM (highest dose often 92.2 µM), for the others: at the highest dose activity change, positive = activation, most hits filed as activators. hit rate 0.063% among 320,000; further: potency means the concentration at half of the fitted maximal effect; % of control where 0% means no effect; nearly all actives have a fitted effect of over 45% in size
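H1299 (p53-null), stable ts p53-A138V + BP100-Luc; 1000 cells/well, Opti-MEM/10% FBS; cpd 4 pt, 1:5; 24 h, 37 deg C, 5% CO2; detection reagent 10 min RT; luminescence.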
ELG1 DNA repair = blocks ELG1-dependent DNA repair in HEK293T cells; HEK293T ELG1-luciferase reporter, luminescence, 16 h; DNA damage induced by 5-fluorouridine; Potency, µM (series often up to 46.1 µM), without a hit: at the highest dose activity change, negative = inhibition, actives largely listed as inhibitors; hit rate 2.3% among 330,000; AID 504467; further: potency means the concentration at half of the fitted maximal effect; on the % scale 0 is the no-effect control and ±100 the full control effect; nearly all actives have a fitted effect of over 55% in size
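DMSO vehicle served as the neutral condition. Each well held 2,000 cells given 5-fluorouridine plus compound; after 16 hr at 37 °C/5% CO2, ONE-Glo was added and luciferase measured 30 min later.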
Tb PFK block = inhibitors of T. brucei phosphofructokinase; hit rate 0.17% among 330,000; T. brucei PFK, ADP-Glo luminescence; Potency, µM (doses to about 57.5 µM), for the others: at the top dose activity, negative = inhibition, hits mostly inhibitors; AID 485367; O15648;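 further: potency means the concentration at half of the fitted maximal effect; 0% = uninhibited 1x PFK enzyme wells and -100% = no-enzyme wells; nearly all actives have a fitted effect of over 60% in size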
Target sequence (O15648 whole entry, looked up): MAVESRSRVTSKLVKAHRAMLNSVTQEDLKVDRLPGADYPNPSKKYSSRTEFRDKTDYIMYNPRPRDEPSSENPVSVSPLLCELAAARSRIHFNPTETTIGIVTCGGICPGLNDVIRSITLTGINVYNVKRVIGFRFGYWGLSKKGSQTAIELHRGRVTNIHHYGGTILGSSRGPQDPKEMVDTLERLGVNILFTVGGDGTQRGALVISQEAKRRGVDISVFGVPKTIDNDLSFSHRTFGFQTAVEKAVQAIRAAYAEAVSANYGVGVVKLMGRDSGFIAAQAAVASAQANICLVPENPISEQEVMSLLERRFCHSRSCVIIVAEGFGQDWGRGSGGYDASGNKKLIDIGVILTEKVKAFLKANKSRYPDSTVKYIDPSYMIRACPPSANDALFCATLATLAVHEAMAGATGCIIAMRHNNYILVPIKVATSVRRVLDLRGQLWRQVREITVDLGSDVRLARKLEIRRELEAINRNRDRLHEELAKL
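Activity is normalized to no-enzyme wells (full inhibition) and 1.25 nM enzyme wells (no inhibition). Reaction: 0.5 mM F6P, 0.1 mM ATP, 45 min RT, ADP-Glo luminescence; concentration-response curves fitted and classed by quality.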
Rab9 prom act = activates the Rab9 promoter. Potency, µM (titrated, usually from 9.22 µM), inactives show at the highest dose activation, negative = inhibition, most hits filed as activators. Huh7 Rab9 promoter-luciferase reporter, luminescence, 24 h. hit rate 2.8% among 320,000. AID 485297; further: potency means the concentration at half of the fitted maximal effect; % of control where 0% means no effect; nearly all actives have a fitted effect of over 60% in size
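Cells were plated at 1500 per well in reduced-serum medium with 10% FBS and left 2 h. Compound in DMSO was then added for 24 h at 37 °C. Reporter signal was read by luminescence after 10 min with luciferase detection reagent.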
VP16 counter = counter-screen for ROR gamma inhibitors: Gal4-VP16 reporter. hit rate 3.5% among 310,000. Potency, µM (titrated, usually from 53.6 µM), without a hit: top-dose activity, negative = inhibition, hits mostly inhibitors. Drosophila S2 Gal4-VP16 UAS-luciferase, luminescence, 20 h;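 further: Gal4-VP16 expression switched on by copper sulfate through the metallothionein promoter; potency means the concentration at half of the fitted maximal effect; on the % scale 0 is the no-effect control and ±100 the full control effect; nearly all actives have a fitted effect of over 50% in size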
NPC1 prom act = activators of NPC1 promoter; Huh7 NPC1 promoter luciferase reporter, 24 h; Potency, µM (series often up to 9.22 µM), for the others: at the top dose activation, usual class: activators; hit rate 2.4% among 320,000;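 further: potency means the concentration at half of the fitted maximal effect; % of control where 0% means no effect; nearly all actives have a fitted effect of over 60% in size; reporter is driven by a mutant NPC1 promoter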
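In 1536-well qHTS, Huh7 cells harboring an NPC1 promoter–luciferase construct received compound for 24 h; activation was quantified by luminescence following luciferase reagent addition.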
BRCA1 expr up = activators of BRCA1 expression; MCF7-BRCA1-FFLuc reporter, luminescence, 48 h; response scale: scaled: vehicle 0%, 10 µM genistein 100%; Potency, µM (series often up to 46.1 µM), for inactives: at the top dose activation, hits mostly activators; hit rate 1.1% among 380,000; further: potency means the concentration at half of the fitted maximal effect; nearly all actives have a fitted effect of over 80% in size; some results filed as inactive show a strong effect at the top dose
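Cells: MCF7-BRCA1-FFLuc, 2000/well. Exposure: 48 h, 37 °C, 5% CO2. Read: luminescence, 15 min post-substrate. Controls: genistein 10 microM (maximal activation), DMSO (neutral).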
TRPV1 ag = agonists of human vanilloid receptor 1 (TRPV1) | TRPV1-expressing cells, Fluo-8 calcium influx, agonist mode | Q8NER1 | hit rate 0.19% among 320,000 | AID 540275 | activation, % at 8.33 µM; in the data active means activation above about 80%; inconclusive means between about 30% and that limit; further: 0% is about no effect
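Fluo-8 calcium influx in TRPV1-expressing cells, kinetic read (ex 480/em 520 nm). Compound added and read 3 min for agonist activity, followed by capsaicin at EC20 final and 2 min further read for enhancement.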
An asterisk follows results filed as active; u = inconclusive; x = no result given; [ ] = dose if it differs, or a comment. Unless noted, the call rests on the fitted dose curve; in most records, active means well fitted curve in the direction sought with a large enough effect; inconclusive means small, poorly fitted or top-dose-only effect, or another doubt; inactive means no such curve, though single readings can be large; an effect the other way counts as inactive or inconclusive.

SMILES	ELG1 genotoxic	FLuc counter	RORg inh	p53 reactivation	ELG1 DNA repair	Tb PFK block	Rab9 prom act	VP16 counter	NPC1 prom act	BRCA1 expr up	TRPV1 ag
CCOC(=O)c1c(NC(=O)COC(=O)c2cnc(C)cn2)sc(C(=O)N(C)C)c1C	4%	-1%	x	-2%	-6%	0%	0%	x	0%	-6%	-2
O=C(OCc1ccc([N+](=O)[O-])cc1)C1CC(=O)N(Cc2ccccc2)C1 (centres undefined)	1%	x	x	10%	8%	-20%	x	x	x	-36%	x
COc1cccc(OCc2nc3ccccc3c(=O)n2N)c1	u	u	30%	u	u	2%	u	12%	12%	-50%	3
COC(=O)c1ccc(C(=O)NC2CCSc3ccccc32)cc1 (centres undefined)	0%	-2%	0%	-2%	u	0%	1%[1.84 µM]	3%	-3%	-3%	2
Cc1ccc(Cc2c(C)nc3nc(SCC(=O)NCCCN4CCCC4)nn3c2C)cc1	0%	2%	1%	-4%	13%	4%	0%	-6%	2%	-25%	1
CCCOC(=O)CCNc1n[nH]c(=O)[nH]c1=O	1%	12%	2%	1%	0%	-4%	0%	4%	-1%	0%	0
CC(O)c1nc2ccccc2n1C/C=C/c1ccccc1 (centres undefined)	4%	4%	5%	10%	13%	-2%	-3%	14%	-2%	0%	-18
CC#CC(=O)NCC1(N(C)Cc2ccccc2)Cc2ccccc2C1	-4%	0%	13%	12%	-12%	-3%	-2%	8%	0%	0%	14
COc1ccc(N2C(=O)[C@H]3CCC=C[C@H]3[C@@H]2c2ccccc2Br)cc1	-1%	x	18µM*	-6%	13%	-4%	x	32µM*	x	-19%	x
CCOc1ccccc1N(C(=O)c1ccco1)C(C(=O)NC1CCCC1)c1cccs1 (centres undefined)	2%	0%	3%	2%	1%	1%	1%	16%	-1%	-16%	0
O=c1[nH]c(C2CCN(S(=O)(=O)c3ccc4c(c3)OCCO4)CC2)nc2c1nnn2Cc1c(F)cccc1Cl	-46%[inhibitor]	0%	26%	-6%	u	4%	1%	3%	1%	-62%	-2
O=C(/C=C/Nc1ccc(Br)cc1F)c1ccccc1	u	0.11µM*	4µM*	x	u	-2%	0.45µM*	5.6µM*	1.3µM*	-11%	3
FC(F)(F)c1ccccc1NC(=S)Nc1cccc2cnccc12	-13%	-11%	6%	3%	u	0%	0%	-1%	0%	-31%	3
CCOc1ccc(C(=O)NNC2CC(=O)N(CCc3ccccc3)C2=O)cc1OC (centres undefined)	1%	3%	10%	5%	8%	-7%	-4%	0%	-3%	1%	10
CC(C)(C)NS(=O)(=O)c1cnc(Cl)c(Cl)c1	2%	0%	-10%	20%	-13%	1%	-2%	4%	1%	-25%	3
Cc1cc(C(=O)N2CCc3c([nH]c4ccccc34)C2c2cccc(Cl)c2)nn1C (centres undefined)	-11%	-10%	9%	3%	u	0%	-1%	-15%	1%	-51%	u
COc1ccccc1/C=C/C(=O)NCC(=O)N1CCC(N(C)C2CCCC2)CC1	1%	-12%	-1%	0%	14%	3%	-1%	-10%	2%	-1%	3
CCN1CCN(C(C(=O)NC2CCCC2)c2cc3c(cc2[N+](=O)[O-])OCO3)CC1 (centres undefined)	1%	-4%	27%	8%	u	0%	12%	-2%	2%	3%	0
Cc1cccc(NC(=O)CC2C(=O)NC3CCCCC3N2C(=O)c2ccccc2Cl)c1 (centres undefined)	-8%	5%	-4%	0%	3%	-4%	1%	5%	0%	-13%	-1
CCOc1ccc(C(=O)COC(=O)c2ccc(-n3cnnn3)cc2)cc1	12%	1%	7%	20%	1%	2%	15%	0%	0%	9%	0
Cc1ccc(C(=O)/C=C/Nc2ccccc2C(N)=O)o1	x	5.4µM*	-29%	x	x	x	x	11%	x	95%	0
Cc1nc(S/C(=C\c2ccc(OCc3ccccc3Cl)cc2)C(=O)O)n[nH]1	-3%	u	1µM*	-4%	u	-8%	4%	u	7%	4%	x
CCCS(=O)(=O)N1CCCC(C(=O)N2CCN(C(=O)OCC)CC2)C1 (centres undefined)	2%	1%	-22%	8%	-2%	-5%	1%	1%	-1%	-22%	-1
COc1ccc(S(=O)(=O)NCc2ccc(C(=O)N3CCc4ccccc4C3)cc2)cc1	-5%	1%	42%	-8%	u	4%	-3%	0%	-5%	-22%	-1
COc1ccccc1C(CNC(=O)CNC(=O)c1ccc(C)c(C)c1)N1CCCC1 (centres undefined)	1%	5%	x	-6%	22%	0%	2%	x	2%	-38%	-1
CCC(=O)N(CCc1ccccc1)Cc1cc2cc(OC)ccc2[nH]c1=O	-5%	-1%	0%	-2%	1%	1%	-3%	-2%	0%	-16%	11
C=C1C(=O)[C@@]23[C@H](O)C[C@@H]4C(C)(C)CC[C@H](O)[C@@]4(C)[C@@H]2CC[C@@H]1[C@H]3O	-11%	3%	2.8µM*	-14%	6.5µM*	-8%	-43%[inhibitor]	5.6µM*	-19%	-14%	1
Cc1cccc(-c2n[nH]c(=S)n2/N=C/c2ccco2)c1	0%	-1%	8.9µM*	-1%	2%	-1%	-11%	u	-6%	-20%	0
O=C(NCc1ccncc1)C(=O)NCc1ccco1	-3%	0%	-16%	-4%	-5%	-4%	10%	-6%	4%	24%	-9
CC[C@@H]1C=C(C(=O)O)[C@H](c2ccc(Cl)c(Cl)c2)N1S(=O)(=O)c1ccc(C)cc1	6%	x	x	-6%	1%	0%	x	x	x	-14%	x
Cc1c(C(=O)N2CCCC(C(F)(F)F)C2)oc2ccccc12 (centres undefined)	2%	u	x	u	u	-5%	3%	x	0%	84%	u
COC(=O)[C@H](Cc1ccccc1)NC(=O)Nc1ccc(S(N)(=O)=O)cc1	1%	0%	1%	-1%	7%	0%	-2%	11%	11%	-9%	-1
CCCCC(=O)Nc1ccc(NC(=S)NC(=O)CC(C)C)cc1OC	0%	14%	3%	-1%	-23%	1%	4%	u	-4%	-16%	-5
CC(=O)N1CCN(S(=O)(=O)c2cccc(C(=O)Nc3nc4c(s3)CCCC4)c2)CC1	1%	u	10%	2%	u	-5%	-11%	16%	-2%	-10%	u
CCN(CC)S(=O)(=O)c1ccc(C(C)NC(=O)Cc2c[nH]c3ccccc23)cc1 (centres undefined)	-6%	1%	31%	4%	-15%	-6%	-2%	1%	3%	10%	18
Cc1cc(NC(=O)C(=O)NCc2cccc(Cl)c2)no1	-1%	0%	-14%	-4%	27%	u	-2%	10%	3%	-4%	6
N#Cc1cc2c(nc1SCc1cccnc1)CCCC2	2%	u	-33%	-3%	17%	-27%	12%	7%	-1%	-34%	-6
Cc1ccc(NS(=O)(=O)c2ccc(OCC(=O)NCc3ccncc3)cc2)cc1	2%	-1%	28%	-16%	3%	-8%	-3%	-1%	-1%	2%	5
CC(C)Cn1cc(F)c(=O)n(CC(C)C)c1=O	28%	0%	-6%	0%	8%	0%	-1%	-5%	0%	0%	2

Retrieved by compound from the entries so far, 5 records:
SMILES	ELG1 genotoxic	FLuc counter	RORg inh	p53 reactivation	ELG1 DNA repair	Tb PFK block	Rab9 prom act	VP16 counter	NPC1 prom act	BRCA1 expr up	TRPV1 ag
Cc1c(C(=O)N2CCCC(C(F)(F)F)C2)oc2ccccc12 (centres undefined)	2%	u	x	u	u	-5%	3%	x	0%	84%	u
CCC(=O)N(CCc1ccccc1)Cc1cc2cc(OC)ccc2[nH]c1=O	-5%	-1%	0%	-2%	1%	1%	-3%	-2%	0%	-16%	11
N#Cc1cc2c(nc1SCc1cccnc1)CCCC2	2%	u	-33%	-3%	17%	-27%	12%	7%	-1%	-34%	-6
C=C1C(=O)[C@@]23[C@H](O)C[C@@H]4C(C)(C)CC[C@H](O)[C@@]4(C)[C@@H]2CC[C@@H]1[C@H]3O	-11%	3%	2.8µM*	-14%	6.5µM*	-8%	-43%[inhibitor]	5.6µM*	-19%	-14%	1
COc1ccccc1C(CNC(=O)CNC(=O)c1ccc(C)c(C)c1)N1CCCC1 (centres undefined)	1%	5%	x	-6%	22%	0%	2%	x	2%	-38%	-1
